hgDAF12 agonist – hgDAF-12 agonism, primary luciferase screen | HEK293 GAL4-hgDAF12 UAS-luciferase reporter, agonist luminescence; normalized to butyrate control | activation, % at 6.8 µM | AID 687014 | 370,000 tested, 1.8% active;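 active = activation above a cutoff set at the mean of all screened compounds plus 3 SD, cut at about 10% in these data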;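 also: 0% = DMSO wells and 100% = sodium butyrate wells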
NR1D1 modulator – modulates human Rev-erb alpha binding to DNA; 370,000 tested, 0.79% active; P20393; Rev-erbα–FITC-DNA binding, fluorescence polarization, 90 min; activity, % at 10 µM; AID 1259318;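 active = activity above about 14%, limit read from the data; passing the limit was not always enough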;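 also: 0% = DMSO wells with 35 nM protein and 100% = DMSO wells with 750 nM protein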
Target sequence (P20393 whole entry, looked up): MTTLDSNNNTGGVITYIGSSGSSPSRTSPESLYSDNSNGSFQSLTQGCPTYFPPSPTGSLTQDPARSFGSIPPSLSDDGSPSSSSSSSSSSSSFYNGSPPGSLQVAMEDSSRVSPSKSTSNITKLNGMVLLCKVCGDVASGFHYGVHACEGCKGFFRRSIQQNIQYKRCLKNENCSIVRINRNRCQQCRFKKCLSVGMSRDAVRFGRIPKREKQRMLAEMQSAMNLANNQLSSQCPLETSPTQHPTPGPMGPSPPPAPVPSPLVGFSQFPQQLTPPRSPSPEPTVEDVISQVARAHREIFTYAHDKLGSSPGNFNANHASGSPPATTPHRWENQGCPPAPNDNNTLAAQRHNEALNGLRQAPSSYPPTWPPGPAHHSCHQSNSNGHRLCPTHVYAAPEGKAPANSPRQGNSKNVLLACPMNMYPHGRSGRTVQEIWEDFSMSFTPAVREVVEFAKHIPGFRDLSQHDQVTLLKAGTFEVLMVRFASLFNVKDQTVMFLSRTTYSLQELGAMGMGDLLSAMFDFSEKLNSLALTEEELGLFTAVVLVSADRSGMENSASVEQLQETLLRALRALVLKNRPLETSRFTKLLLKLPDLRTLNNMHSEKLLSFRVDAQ
DAX1 inh-1 – inhibitors of DAX1 repression of SF-1 activated StAR promoter | HEK293T StAR-luciferase reporter, SF-1/DAX-1 repression relief | inhibition, % at 6.8 µM | 370,000 tested, 1.1% active | AID 652010;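 active = inhibition above the mean over all tested compounds plus 3 SD, cut at about 3.6% in these data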;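 also: 0% = DAX-1 cells with DMSO and 100% = cells lacking DAX-1 with DMSO; higher inhibition means more luminescence from relief of DAX-1 repression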
MBD2 inh – MBD2-methylated oligo binding inhibition | 370,000 tested, 0.31% active | inhibition, % at 4.4 µM | TR-FRET, MBD2 binding to methylated oligonucleotide | Q9UBB5; in the data active = inhibition above about 13%
Target sequence (Q9UBB5 whole entry, looked up): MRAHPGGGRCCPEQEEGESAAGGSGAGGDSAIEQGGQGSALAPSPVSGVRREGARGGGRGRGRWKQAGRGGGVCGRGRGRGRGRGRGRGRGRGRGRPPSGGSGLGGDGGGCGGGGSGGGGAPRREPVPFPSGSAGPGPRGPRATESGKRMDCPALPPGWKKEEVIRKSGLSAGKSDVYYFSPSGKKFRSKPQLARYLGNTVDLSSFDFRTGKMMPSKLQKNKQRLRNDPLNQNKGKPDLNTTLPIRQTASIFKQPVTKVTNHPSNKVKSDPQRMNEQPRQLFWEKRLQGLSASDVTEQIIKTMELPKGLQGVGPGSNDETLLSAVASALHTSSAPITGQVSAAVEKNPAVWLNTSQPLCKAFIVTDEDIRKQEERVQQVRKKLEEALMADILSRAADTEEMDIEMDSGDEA
PLC-gamma1 inh – inhibitors of human phospholipase C gamma1; purified PLC-gamma1, fluorogenic substrate, fluorescence; inhibition, % at 12.2 µM; AID 720700; 370,000 tested, 0.84% active; P19174; in the data active = inhibition above about 9.5%
ssDAF-12 act – activates DAF-12 receptor from parasite S. stercoralis; 370,000 tested, 1% active; activation, % at 6.8 µM; HEK293 ssDAF-12/GRIP1 lit1-tk-luc reporter, luminescence; % of 3 µM dafachronic acid response;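 active = activation above the mean over all tested compounds plus 3 SD, cut at about 0.9% in these data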;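 also: 0% = DMSO-only wells and 100% = 3 µM delta7-dafachronic acid wells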
PLCb3 inh – PLC-beta3 (human) inhibition, primary screen | inhibition, % at 12.2 µM | AID 720704 | Purified PLC-beta3, fluorogenic substrate, fluorescence | 370,000 tested, 0.18% active; in the data active = inhibition above about 11%;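 also: 0% = median of compound wells on plate and 100% = full blocker control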
SMARCA2 act – activators of SMARCA2 function. MG213 cells, MMTV-luciferase reporter, dexamethasone, overnight. activation, % at 9.1 µM. 370,000 tested, 1% active. AID 652017; in the data active = activation above about 7.8%;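 also: 0% = vehicle wells and 100% = reference activator wells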
hcDAF-12 act – activators of H. contortus DAF-12 nuclear receptor. activation, % at 6.8 µM. 370,000 tested, 1.4% active. HEK293 hcDAF-12 lit1-tk-luc reporter, luminescence; 0% DMSO, 100% Δ7-dafachronic acid;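 active = activation above the mean of all tested compounds plus 3 SD, cut at about 5.5% in these data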;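 also: 100% = response to 3 µM Δ7-dafachronic acid high control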
DAX1 inh-2 – NR0B1 (DAX1) inhibition; P51843; HEK293 Gal4-DAX1 luciferase reporter, luminescence; 340,000 tested, 0.99% active; AID 504766; inhibition, % at 6.75 µM;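 active = inhibition above the mean over all tested compounds plus 3 SD, cut at about 4.2% in these data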;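 also: 0% = DAX1-transfected cells with DMSO and 100% = empty-vector control cells with DMSO; inhibition shows as a rise in luminescence from relieved DAX1 repression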
ADAM17 inh – ADAM17 inhibition, QFRET primary screen; 370,000 tested, 0.83% active; recombinant ADAM17, EDANS/DABCYL FRET peptide cleavage; P78536; AID 720648; inhibition, % at 6.95 µM;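 active = inhibition above the mean of compounds lying between control limits plus 3 SD, set per campaign, cut at about 8.5% in these data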;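 also: 0% = DMSO-only wells as the low control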
* marks the source's active call; other numbers are inactive results; i = inactive; / = not tested or not shown; & = joins results of further samples.

structure,hgDAF12 agonist,NR1D1 modulator,DAX1 inh-1,MBD2 inh,PLC-gamma1 inh,ssDAF-12 act,PLCb3 inh,SMARCA2 act,hcDAF-12 act,DAX1 inh-2,ADAM17 inh
CC(=O)/C=C/n1c(=S)oc2ccccc21,-1.3,-1,-2.0,2,4,-0.8,4,-11,0.2,/,3
CC(C)(C)c1ccc(S(=O)(=O)N2CCC(c3cn4ccccc4n3)CC2)cc1,3.3,5,-0.8,-2,-57,-0.1,-82,1,-2.2,/,-17
CCO/C(C)=N/n1c2nc3ccccc3nc2c2c(=O)n(C3CCCC3)c(C)nc21,-1.6,1,-0.4,6,-62,-0.3,-65,-3,3.6,-0.4,-127
O=S(=O)(c1cc(F)ccc1F)N1CCC2(CC1)OCCN2S(=O)(=O)c1cccs1,1.5,8,0.0,-2,3,-1.1,-4,-1,-1.1,-1.3,-4
CCOC(=O)C1=NN(C(=O)Cc2ccccc2)C(O)(C(C)(C)C)C1 (stereo unspecified),-2.1,-5,0.1,-2,0,-1.2,-4,2,-1.1,-0.2,-3
CCn1cc(C(=S)N2CCC(C(N)=O)CC2)c2ccccc21,-2.5,1,-0.3,6,2,-1.2,-6,0,-1.7,-0.3,-7
O=C(CN1CCN(S(=O)(=O)c2ccc(Cl)cc2)CC1)Nc1ccc(N2CCOCC2)cc1,-0.6,-3,-0.4,2,1,-1.0,3,0,-1.5,-2.1,3
COc1ccc(OCc2nnc(NC(=O)Nc3ccc(F)cc3)s2)cc1,1.5,-4,-0.2,4,5,-0.9,2,3,0.2,1.0,0
CCCCCN(C(=O)CCC(=O)OC(C)C(=O)NCc1ccccc1)c1c(N)n(CCCC)c(=O)[nH]c1=O (stereo unspecified),-0.9,1,-1.3,1,-2,-1.2,-8,-3,-0.9,0.7,4
CCOc1cc2c(C#N)c(N3CCOCC3)nc(N)c2c(N)n1,-0.7,-3,0.5,-5,i,-1.5,i,2,-2.1,0.4,-112
C/C(CC1CC(COCCC(C)C)OC1=O)=N\NC(N)=S (stereo unspecified),-1.1,7,-1.0,0,-3,-1.2,-2,-3,1.4,0.4,-2
O=C(Nc1nc(-c2ccc(-c3ccccc3)cc2)cs1)c1cnccn1,8.1,-7,0.0,-2,-13,-0.6,-9,5,-2.1,-1.1,-2
C/C(Cn1nnc2ccccc21)=N/OC(=O)c1c(F)cccc1F,1.3,1,0.2,4,-1,0.1,-3,0,0.1,0.1,2
CCc1nc2c(OCC(=O)C(C)(C)C)cccn2c1N(C)C(=O)c1ccccc1F,-3.3,2,0.1,-1,1,-0.7,0,-3,-1.4,/,-1
O=[N+]([O-])c1ccc(NCCNS(=O)(=O)c2ccccc2)cc1,-3.1,3,-0.7,-5,2,-0.5,1,2,-0.9,-0.3,1
CC1CCCC(NC(=O)c2cccc(S(=O)(=O)NCc3ccccc3)c2)C1C (stereo unspecified),-1.0,-1,-1.4,3,-3,-1.5,-6,-3,-2.9,-0.7,-3
Cc1ccc(S(=O)(=O)CC(=O)N2CC(C)OC(C)C2)cc1 (stereo unspecified),-0.1,4,-0.3,-1,2,-0.7,-5,-1,-2.0,-0.6,-6
COc1ccc(S(=O)(=O)Nc2ccc(S(=O)(=O)N3CCCC3)cc2)cc1,2.4,-6,0.6,3,7,-0.4,4,-3,-0.5,-1.2,6
CC(c1ccccc1)C1OCC(C[N+]2(C)CCCCC2)O1 (stereo unspecified),1.5,-1,-0.3,-1,2,-1.1,-1,3,0.6,3.8,2
NC(=O)NC(CC(=O)NCCc1ccc(S(N)(=O)=O)cc1)c1ccc(Cl)cc1 (stereo unspecified),-1.3,-2,0.1,3,2,-1.2,-145,3,-1.0,0.6,-2
O=[N+]([O-])c1ccccc1-c1cc(-c2ccccc2O)n[nH]1,16*,-4,2.2,5,-3,0.8,-5,3,7.9*,0.9,6
C=CCN1C(=O)C(CC(=O)Nc2ccccc2F)S/C1=N\c1nccs1 (stereo unspecified),2.8,-4,-0.7,-1,0,-1.6,-5,-1,-0.9,1.4,-7
O=c1cc(-c2ccccc2)nc2nc(COc3ccccc3)[nH]n12,-0.7,6,-0.2,-1,-2,-0.6,-4,-1,0.3,0.8,-3
Cn1c(=O)c(C(=O)NNC(=O)c2ccccc2Cl)c(O)c2ccccc21,0.4,1,-0.6,-7,-6,-0.7,-12,-5,-1.5,-0.9,-10
COc1ccc(C(=O)N2CCCC(Nc3ccc(F)c(F)c3)C2)c(OC)n1 (stereo unspecified),0.1,-3,0.0,5,5,-1.3,-4,2,0.0,-0.1,-3
O=C(COC(=O)c1nc(Cl)ccc1Cl)c1ccc[nH]1,0.2,0,0.9,0,-1,-0.9,-5,-2,1.1,-1.2,-6
O=C(NCc1ccccc1)c1n[nH]nc1-c1ccccc1O,6.5,3,0.4,6,17*,-1.0,-7,1,1.6,0.7,-5
CCCC12CN3CC(C)(CN(C1)C3c1ccc3c(c1)OCO3)C2=O (stereo unspecified),-1.2,2,0.1,0,0,-1.4,2,-4,-0.3,0.8,-4
COC(=O)C1=C(C)NC(C)=C(C(=O)OC)C1C(=O)OC1CCCCC1=O (stereo unspecified),1.0&-1.4,-2&3,0.0&0.1,-3&3,-70&-77,-1.6&-1.0,-85&-84,-2&0,-0.1&-1.9,-0.4&0.0,-35&-29
O=C(Nc1nnc(S(=O)(=O)N2CCOCC2)s1)c1ccccc1Br,2.1,7,0.9,4,-2,-0.9,-2,-4,0.1,-1.0,1
CC1=C(C(=O)N2CCCCCC2)CC(CC(=O)NC2CCCCC2)C(=O)N1CCC1=CCCCC1 (stereo unspecified),3.3,-4,-0.4,3,0,-0.8,5,1,0.9,/,-4
COC1=C(Nc2ccccc2)C(=O)c2ccccc2C1=O,-1.8,-3,-1.0,-14,5,-0.2,1,-2,5.0,-0.9,1
Cc1ccc(-n2c(N)c(C(N)=O)sc2=S)cc1,6.3,1,1.0,-2,0,-1.3,-1,-3,-0.1,-0.1,-7
CCNc1nc2nc3ccc(C)cn3c(=O)c2cc1C(=O)NCC1CCCO1 (stereo unspecified),-1.5,-1,0.2,-3,i,-1.4,i,-2,-0.6,1.2,i
c1ccc(-c2c[nH]c3ccc(OCc4ccc5ccccc5n4)c(-c4ccccc4)c23)cc1,5.7,4,0.1,-2,-12,-0.2,-25,1,7.4*,/,5
CC(=O)c1ccc(Nc2nc(-c3cccnc3)cs2)cc1,5.4,-4,-0.9,-2,-15,-0.1,-23,1,3.7,0.8,-2
COc1ccc(C(=O)NCc2nnc(SCC(=O)NCc3ccco3)o2)cc1OC,3.1,2,-0.7,-2,4,-1.3,-5,-2,3.5,0.0,-4
COc1ccc(CNCCC(c2ccccc2)c2ccc3c(c2)OCO3)cc1 (stereo unspecified),3.0,3,-0.7,1,5,-0.7,4,-2,-1.2,-0.4,-1
Cc1ccc(S(=O)(=O)Nc2cc(C(F)(F)F)ccc2N2CCOCC2)cc1,-1.6,6,-0.1,5,0,-1.4,1,0,-1.4,-1.1,0
CCOC(=O)CC(=O)CSc1nc(C)cc(C)c1C#N,-2.9,1,0.1,-6,-38,-1.1,-41,-3,-0.1,0.1,-22
CCCCOCCCNC(=O)N[C@@H](CC(C)C)C(=O)O,0.3,-4,0.1,4,1,-1.4,4,-2,-0.3,0.9,-1
O=C(OCc1ccccc1)N(CCF)c1cn(Cc2ccccc2)c(=O)n(Cc2ccccc2)c1=O,-0.4,9,0.5,6,4,-1.0,3,-3,-1.5,-0.2,4
O=C(Nc1ccc2nc(-c3ccc(Br)o3)[nH]c2c1)c1cccs1,3.1,-2,-1.1,-6,-85,-1.3,-97,3,-1.6,-0.8,-3
Cn1nnnc1SCC(=O)Nc1nn(-c2ccccc2)nc1C(N)=O,-3.5,-1,0.1,0,-4,-1.5,-6,-1,-0.1,-0.9,-9
Cc1c(-n2c(SC(C)C(=O)NC(N)=O)nc3ccccc3c2=O)c(=O)n(-c2ccccc2)n1C (stereo unspecified),2.1,-3,0.6,2,0,-1.8,-6,-3,-0.3,-0.3,-9
CCn1c(CSc2nc3ccccc3s2)nnc1SCC(=O)NCC(=O)OC,0.3,1,0.3,-1,-3,-1.1,1,1,-1.1,0.2,-3
COc1ccc(/C=C/C(=O)OCC(=O)Nc2cccc(C(C)=O)c2)cc1,2.5,3,0.4,6,0,-1.4,-4,-3,0.3,1.5,-2
CCN(CC)S(=O)(=O)c1ccc(NN)nc1,-2.5,3,0.4,-6,-16,1.4*,-17,1,-1.9,-0.4,-5
CNCc1ccccc1OCc1ccccc1F,-3.2,1,-0.5,1,4,-1.9,-2,6,0.0,-0.6,0
CCOC(=O)N1CCC(N2C(=O)c3cc(C(=O)NC4CCCCC4)ccc3C2O)CC1 (stereo unspecified),0.4,/,-1.0,-2,0,-1.3,0,-1,1.1,0.6,-1
Cc1cc(C)c(S(=O)(=O)c2ccccc2)c(OC(=O)c2c(Cl)cc(Cl)cc2Cl)n1,0.8,2,-0.1,1,0,-0.8,2,0,2.4,0.2,-4
CCN(CC)C(=O)C1CCCN(Cc2ccc(OC)c(C)c2C)C1 (stereo unspecified),-1.5,-2,-0.3,3,-3,-1.8,3,0,0.2,-0.3,-7
CN(Cc1nc(-c2ccncc2)no1)S(=O)(=O)c1ccc(Br)cc1,-1.0,0,-1.2,3,-1,-1.6,-2,-6,-3.0,-1.7,-5
CCN(CC)C(=O)Oc1ccc(OC(=O)N(CC)CC)cc1,1.2,4,-0.1,-4,0,-1.2,2,1,-0.9,0.0,0
Cc1ccc(-n2ncc3c(=O)n(CC(=O)NCC4CCCO4)cnc32)cc1 (stereo unspecified),0.6,1,0.3,-1,2,-1.2,3,2,0.3,-0.8,4
C#CCn1c(O)c(N=NC(=O)CNC(=O)c2cccnc2)c2ccccc21,-0.2,2,-0.1,-7,6,-1.2,1,9.8*,-1.9,-0.1,0
C[C@@H](NC(=O)[C@@H]1CCCN1C(=O)[C@@H]1CCCN1)c1ccccc1,1.4,0,1.5,-1,1,-0.8,5,-4,-0.9,/,-2
N/C(=N\OC(=O)c1cccc([N+](=O)[O-])c1)c1ccccn1,15*,2,1.3,-1,-2,0.9*,3,4,5.8*,3.8,-1
O=C(Cc1cccs1)NC1CCCC1,2.5,0,0.0,3,1,-0.5,1,2,-1.4,0.0,0
Cc1ccc2nc(-c3cccnc3)c(Nc3ccccc3C)n2c1,-2.1,-3,-0.6,-3,-19,-1.9,-33,-2,-0.1,-2.4,-4
COc1ccc(C2=NN(C(=O)CCC(=O)O)C(c3ccc([N+](=O)[O-])cc3)C2)cc1 (stereo unspecified),-0.3,-8,-0.1,1,-3,-1.7,-1,-1,0.6,-0.7,0
CCn1c(SCC(=O)N2CCCc3ccccc32)nc2c1c(=O)n(C)c(=O)n2C,-0.3,2,0.1,-1,5,-0.8,2,-4,-1.7,0.4,4
